Compound activity (PubChem BioAssay)
ROC1-CUL1 inh: inhibitors of human ROC1-CUL1 ubiquitin ligase activity; E3 ubiquitin-protein ligase RBX1 (Homo sapiens) + Cullin-1 (Homo sapiens), P62877+Q13616; in vitro K48 di-Ub FRET, acceptor:donor ratio, 45 min; inhibition, % at 10 µM; hit rate 0.6% among 140,000; in the data active = inhibition above about 25%
Target sequence (P62877 whole entry, looked up): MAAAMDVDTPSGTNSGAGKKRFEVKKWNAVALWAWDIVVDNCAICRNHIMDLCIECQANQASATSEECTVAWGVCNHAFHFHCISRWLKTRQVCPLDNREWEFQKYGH
Target sequence (Q13616 whole entry, looked up): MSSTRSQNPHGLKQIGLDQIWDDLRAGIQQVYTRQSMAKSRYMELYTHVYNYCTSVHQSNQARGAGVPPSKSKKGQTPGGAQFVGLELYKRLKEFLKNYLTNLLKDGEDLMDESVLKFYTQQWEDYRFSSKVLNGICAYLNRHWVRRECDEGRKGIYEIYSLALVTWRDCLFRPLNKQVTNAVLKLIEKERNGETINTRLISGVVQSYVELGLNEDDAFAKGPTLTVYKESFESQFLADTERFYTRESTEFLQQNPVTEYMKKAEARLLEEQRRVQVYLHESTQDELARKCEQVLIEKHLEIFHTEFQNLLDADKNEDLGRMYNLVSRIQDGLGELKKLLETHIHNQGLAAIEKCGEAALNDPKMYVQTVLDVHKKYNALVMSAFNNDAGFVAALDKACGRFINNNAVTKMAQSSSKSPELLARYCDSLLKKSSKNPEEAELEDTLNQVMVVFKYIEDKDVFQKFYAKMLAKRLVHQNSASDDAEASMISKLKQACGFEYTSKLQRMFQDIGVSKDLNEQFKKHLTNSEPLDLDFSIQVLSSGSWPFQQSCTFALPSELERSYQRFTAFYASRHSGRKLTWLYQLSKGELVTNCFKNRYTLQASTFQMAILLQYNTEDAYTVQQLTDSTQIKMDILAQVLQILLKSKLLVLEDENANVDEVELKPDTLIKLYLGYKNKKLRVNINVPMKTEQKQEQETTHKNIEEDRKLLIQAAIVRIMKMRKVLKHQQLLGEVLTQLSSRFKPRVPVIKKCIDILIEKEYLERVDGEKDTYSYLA
An asterisk follows results filed as active.

SMILES | ROC1-CUL1 inh
CC1CCN(C(=O)C2C3C=CC(C3)C2C(=O)O)CC1 (configuration not stated) | -8
CCOc1ccc(CCNC(=O)NCc2noc3ccc(C)cc23)cc1 | 0
CN(C)CC(=O)NCc1cccnc1Oc1ccc(F)c(F)c1 | -1
CCCNC(=O)C(=O)NCC(c1ccc2c(c1)OCO2)N1CCOCC1 (configuration not stated) | -8
CCOCc1nnc(NC(=O)c2c(OC)cccc2OC)s1 | -11
COc1cc(C(=O)OCCCn2c(=O)c3c(nc(N4CCN(CCO)CC4)n3C)n(C)c2=O)cc(OC)c1OC | 1
O=C(O)COc1ccccc1/C=N\NC(=O)CSc1nc2ccccc2n1Cc1ccc(Cl)cc1 | -4
O=C1N=C2SC3C4CCC(C4)C3C(c3ccccc3)C2S1 (configuration not stated) | 5
Cc1oncc1C(=O)Nc1cccc2ccccc12 | -3
Cc1ccc(F)cc1NC(=O)Cn1c(C)cc(C)c(C#N)c1=O | -3
C#CC(CC)(CC)NC(=O)Nc1ccc(C)cc1 | 3
COc1ccc(CNC(=O)c2cnn(-c3nccc(-c4ccccc4OC)n3)c2C2CC2)cc1 | -1
Cc1nn2c(=O)cc(COC(=O)C(c3ccccc3)c3ccccc3)nc2s1 | 3
O=C(NCc1ccc2c(c1)CCN2C(=O)c1ccccc1)Nc1cc(F)ccc1F | -2
CSc1ncccc1C(=O)N1CCc2onc(-c3ccccc3F)c2C1 | -4
CCOC(=O)c1sc(NC(=O)c2ccoc2C)nc1C | -5
CCN(CC)CCOC(=O)c1ccc(NC(=O)C2CCCC2)cc1 | 9
CCOC(=O)c1c(C)[nH]c(C)c1S(=O)(=O)NCC(=O)NCc1ccccc1Cl | 2
COC(=O)NNC(=O)COc1ccccc1 | -10
Cc1ccc(C)c(C(=O)COC(=O)c2cccc(C(=O)OCC(=O)c3cc(C)ccc3C)n2)c1 | 3
COC(=O)Nc1ccc(S(=O)(=O)N2CCC(C(=O)NCc3ccc4c(c3)OCO4)CC2)cc1 | 15
O=C(c1cnc2cc(-c3ccccc3)nn2c1)c1cc([N+](=O)[O-])ccc1O | 2
COc1ccc(-c2csc(C(C#N)C=Nc3cccc(F)c3)n2)cc1 (configuration not stated) | -7
CS(=O)(=O)N1CCc2cc(C(=O)NCC3CCCO3)ccc21 (configuration not stated) | 8
Cn1nccc1C(=O)NNC(=O)c1ccnn1C | -1
COc1ccc(S(=O)(=O)N2CCN(C/C=C/c3ccccc3)CC2)cc1 | 2
Cc1ccc(C(C)C)c(OCC(=O)Nc2ccc(-c3nc4ncccc4o3)cc2C)c1 | -6
C=CCSc1nnc(-c2cc(-c3ccccc3)sc2N)n1Cc1ccccc1 | -5
Fc1ccc(CNc2nc(-c3ccccc3)cc(C(F)(F)F)n2)cc1 | 4
O=C(NC1(C(F)(F)F)C(=O)N=C2C1C(=O)NC(=O)N2c1ccccc1F)c1ccc(Cl)cc1 (configuration not stated) | 10
Cc1ccc(NC(=O)C2CCN(S(=O)(=O)c3c(C)noc3C)CC2)cc1C | -2
CC(C)n1c(=N)c(C(=O)NC2CCCCC2)cc2c(=O)n3ccccc3nc21 | 5
Fc1ccccc1Cc1nn2c(C(F)(F)F)nnc2s1 | -1
O=C(C1CCOCC1)N1CCCC(CCc2ccccc2F)C1 (configuration not stated) | 3
CCc1ccc(C)c(OC(=O)c2ccc(OC)cc2)c1 | -1
CC1=NC(=S)NC(c2ccccc2Cl)C1C(=O)Nc1ccccn1 (configuration not stated) | -3
O=C(Nc1cccc(Cl)c1)OC1(c2ccccc2)CCCCC1 | 0
Cc1ccc(C)c(N2CC(C(=O)NC3CCCC3)CC2=O)c1 (configuration not stated) | -4
Cc1cc(=O)oc2n[nH]c(C)c12 | 3
COc1ccccc1C(=O)Oc1ccc(C)cc1-n1nc2ccccc2n1 | -1
Cc1csc(-c2ccccc2)cc1=S | 2
O=C(Cn1ncc2c3ccccc3n(Cc3ccccc3F)c2c1=O)NCc1ccccc1Cl | -7
Cc1cccc(N2CC(C(=O)N3CCc4ccccc4C3)CC2=O)c1 (configuration not stated) | -5
CCCCOC(C)n1ccc(=O)[nH]c1=O (configuration not stated) | 10
COc1cccc(-n2c(=O)c3cc(OC)c(OC)cc3n(CC(=O)Nc3ccccc3)c2=O)c1 | 3
COc1cccc(OCC(=O)OC2CCS(=O)(=O)C2)c1 (configuration not stated) | 4
COCC(C)NC(=O)c1ccc2c(c1)CC(C)N2S(C)(=O)=O (configuration not stated) | 10
O=c1/c(=C/c2c(O)ccc3ccccc23)sc2n1CCCN=2 | -5
O=C(c1ccccc1F)N1c2ncnn2C2(CCCCC2)[C@@H]2CCCC[C@@H]21 | -8
CCOCC(=O)Nc1ccc(C(C)=O)cc1 | 5

Fetched by compound from the entries so far, seven records:
SMILES | ROC1-CUL1 inh
O=C(O)COc1ccccc1/C=N\NC(=O)CSc1nc2ccccc2n1Cc1ccc(Cl)cc1 | -4
Cc1ccc(C)c(C(=O)COC(=O)c2cccc(C(=O)OCC(=O)c3cc(C)ccc3C)n2)c1 | 3
CCOCC(=O)Nc1ccc(C(C)=O)cc1 | 5
Cc1ccc(C)c(N2CC(C(=O)NC3CCCC3)CC2=O)c1 (configuration not stated) | -4
CSc1ncccc1C(=O)N1CCc2onc(-c3ccccc3F)c2C1 | -4
CS(=O)(=O)N1CCc2cc(C(=O)NCC3CCCO3)ccc21 (configuration not stated) | 8
COc1cccc(-n2c(=O)c3cc(OC)c(OC)cc3n(CC(=O)Nc3ccccc3)c2=O)c1 | 3

(next part)
SMILES | ROC1-CUL1 inh
O=c1c2ccccc2nnn1Cc1ccccc1 | -6
Cc1ccccc1Cn1nnc2c(=O)[nH]c(C3CCN(C(=O)c4ccc(F)cc4)CC3)nc21 | 3
c1csc(-c2ccc(-c3cccs3)c3ccccc23)c1 | -3
CCn1c(CNC(=O)COc2ccc(C(C)C)cc2)nnc1SCC(=O)Nc1cc(C)c(C)cc1Br | -5
Cc1ccc(-c2csc(NC(=O)c3cc(-c4ccc(Cl)s4)nc4ccccc34)n2)cc1 | 2
CCC(=O)N1CCCc2cc(S(=O)(=O)N3CCC(C(=O)Nc4ccccc4CC)CC3)ccc21 | -11
O=S(=O)(NC1CCCCC1)c1ccc(Cl)nc1 | 1
Cc1cc(OCC(=O)Nc2ccc(Br)cc2)cc(C)c1Br | 6
CN(CCO)c1cc(N)c([N+](=O)[O-])c2nonc12 | -11
CCOc1cccc(CN2CCC3(CC2)c2ccccc2[C@@H](NC(=O)Cc2cccs2)[C@@H]3OC)c1 | 3
O=c1c(-c2ccccc2)c(C(F)(F)F)oc2c(CN3CCOCC3)c(O)ccc12 | 0
O=C(NCCCN1CCN(c2ccc(F)cc2)CC1)c1sc2ncccc2c1-n1cccc1 | 9
Cc1noc(C)c1C(=O)NCCc1cccc(Cl)c1 | 6
O=C(COC(=O)c1cnccn1)Nc1ccccc1 | 7
CC[C@H](C)[C@H](NC1CCN(c2ccc(NC(=O)C3CCCC3)cc2)CC1)C(=O)OC | -1
CN(C)Cc1ccccc1Sc1ccc2c(c1)CCCC2 | 11
CC1CCc2c(sc3ncn(CC(=O)O)c(=O)c23)C1 (configuration not stated) | 6
Cc1ccccc1NC1SC(=O)NC1=O (configuration not stated) | -8
COc1ccc(CC(=O)NCCc2csc3ccc(Cl)cc23)cc1OC | -1
Cc1cccc(CN2CCCC(O)(CNCC(C)C)C2=O)c1 (configuration not stated) | 0
COc1ccc(-c2cc(C(=O)Oc3cccc(C)c3C)c3ccccc3n2)cc1 | 16
COC(=O)c1ccc(-c2c(Cl)nc(NCc3cccc(OC)c3)c(=O)n2-c2ccccc2)cc1 | 1
CC(CNC(=O)c1ccc(Cl)s1)NC(=O)c1ccc(Cl)s1 (configuration not stated) | -3
COC(=O)CCC(=O)N1CCC(CCC(=O)Nc2cccc(C)c2)CC1 | 16
CCN(CC)c1ccc(C2Nc3ccccc3N=C3CC(c4ccc(F)cc4)CC(=O)C32)cc1 (configuration not stated) | 3
CCCCn1c(=O)nc2n(-c3ccc(Br)cc3)c3ccccc3cc-2c1=O | 4
Cc1cccc(-n2c(C)nnc2SCCOc2ccccc2)c1 | -1
COc1ccc(NC(=O)c2occc2C)cc1Cl | -1
CN(C(=O)CSc1nc2ccc(NC(=O)COc3ccc(F)cc3)cc2s1)c1ccccc1 | 8
CN(C)c1ccc(/C(=N/NC(=O)c2ccc([N+](=O)[O-])cc2)c2ccccc2)cc1 | -4
COc1ccc(OC)c(-c2cc(C(=O)NCc3ccc(Cl)cc3)no2)c1 | -3
N#CCCOc1ccccc1-c1ccccc1 | -8
C=CCn1c(SCc2ccccc2)nc2c(c1=O)C1(CCCC1)Cc1ccccc1-2 | 6
O=C(Nc1c(C(=O)Nc2ccc(Br)cc2)cnn1-c1ccccc1)c1ccccc1Cl | -8
Cc1ccc(CNC(=O)CCCc2nnc3n(CC(C)C)c(=O)c4sccc4n23)cc1 | 8
Cn1c(=O)c2c(ncn2CC(=O)Nc2cccc(Cl)c2Cl)n(C)c1=O | -3
O=S1(=O)CC2(N3CCCCC3)CCCCCCCCCCC21 (configuration not stated) | 14
Cc1cccc(CCNC(=O)c2ccc3c(c2)N(Cc2ccccc2F)C(=O)c2ccccc2S3)c1 | -6
CC(C)c1ccc(NC(=O)C2CCCN(S(=O)(=O)c3ccc4[nH]c(=O)ccc4c3)C2)cc1 (configuration not stated) | -5
Cc1ccccc1-n1c(C)c(Br)c(/C=N/NC(=O)CC2(C)OCCO2)c1C | -17
CSc1ccc(S(=O)(=O)N2CCC(C(=O)NC3CCCC3)CC2)cc1 | 8
COc1ccc(S(=O)(=O)Nc2cc3c(C(=O)OC(C)C)c(C)oc3c3ccccc23)cc1 | -2
COc1ccc(NCc2cc3ccccc3[nH]c2=O)cc1 | -10
COc1cccc(CNC(=O)C2CCN(c3ncnc4c3nc3n4CCCCC3)CC2)c1 | -7
CC(C)Sc1ncc(Cl)c(C(=O)Nc2ccc(S(=O)(=O)N3CCCCC3)cc2)n1 | 7
O=C(Oc1ccc2c(=O)c(Oc3ccc(-c4ccccc4)cc3)coc2c1)c1ccco1 | 12
CC(=O)Nc1ccc(NC(=O)C2CCN(C(=O)c3ccc(C(C)(C)C)cc3)CC2)cc1 | 1
NC(=O)NCc1cn(C2CCN(Cc3ccc(Cl)cc3Cl)CC2)nn1 | -3
CCCN1CC=C2C(C#N)C(=N)C(C#N)(C#N)[C@H](c3ccc(OC(C)C)c(OCC)c3)[C@H]2C1 (some centres not stated) | -3
Cn1c(CCNC(=O)c2ccccc2Cl)n[nH]c1=S | -1

Gathered by group: those above with a furan ring, fused or not (4)
SMILES | ROC1-CUL1 inh
CCOC(=O)c1sc(NC(=O)c2ccoc2C)nc1C | -5
COc1ccc(NC(=O)c2occc2C)cc1Cl | -1
COc1ccc(S(=O)(=O)Nc2cc3c(C(=O)OC(C)C)c(C)oc3c3ccccc23)cc1 | -2
O=C(Oc1ccc2c(=O)c(Oc3ccc(-c4ccccc4)cc3)coc2c1)c1ccco1 | 12

Additional entries:
SMILES | ROC1-CUL1 inh
Cc1oc2c(C)c3oc(=O)c(CC(=O)N4CCCCC4)c(C)c3cc2c1C | -4
O=C1C2CCCOC2C1(c1ccccc1)c1ccccc1 (configuration not stated) | 1
O=C(CSc1nc2sc3c(c2c(=O)n1-c1cccc2ccccc12)CCCC3)Nc1ccc(F)cc1 | -2
CCn1ccnc1CN1CCC(CO)(Cc2cccc(OC)c2)CC1 | -4
CC(C)c1nnc(-c2ccccc2)c(N2CCCC2)n1 | 1
Cc1ccc(NC(=O)N2CCC(C(N)=O)(N3CCCCC3)CC2)cc1 | -3
Cc1ccc2c(c1)-c1onc(C(=O)N3CCN(c4cc(C)ccc4C)CC3)c1CO2 | 5
Cc1cc(Cl)ccc1OC(C)C(=O)NN1CCOCC1 (configuration not stated) | -5
Cc1cc(C)c(N2C(=O)C3C4C=CC(C)(O4)C3C2=O)c(C)c1 (configuration not stated) | 4
COC(=O)c1c(-c2ccccc2Cl)csc1NC(=O)c1cccc(OC)c1 | 6
CCOC(=O)c1ccc(NC(=S)NCCN2CCOCC2)cc1 | -3
COCCN1C(=O)CC(CC(=O)N2CCCC2c2nc3ccccc3s2)(c2ccccc2F)C1=O (configuration not stated) | -8
O=C(CCN1CCCO1)N1CCCC(CCc2ccccc2)C1 (configuration not stated) | 5
CCOc1ccc(Cl)cc1S(=O)(=O)N1CCCCC1C (configuration not stated) | 3
O=C(N=C1CNC(=O)NC1=O)Nc1ccccc1C(F)(F)F | -11
CCC(C)(C)NC(=O)C1CCN(S(=O)(=O)c2ccc3c(c2)CCCN3C(C)=O)CC1 | 9
CN(C)S(=O)(=O)c1ccc2c(c1)N(CC(=O)N1CCN(c3ccccc3F)CC1)CCS2 | 1
Cc1ccc(CSCCNC(=O)CN2C(=O)c3cccc4cccc2c34)cc1 | 1
c1ccc(SCc2nnc3n2N=C(c2ccccc2)CS3)cc1 | 9
CC1(C)Cc2c(c(N3CCOCC3)nc3sc4c(NCC5CCCO5)ncnc4c23)CO1 (configuration not stated) | 0
COc1cc(F)ccc1CNC1COc2c(cccc2OC)C1 (configuration not stated) | 2
Cc1cc(/C=C(/C#N)c2ccc([N+](=O)[O-])cc2)c(C)n1-c1ccc(F)cc1 | 5
Cc1ccc(C)c(NC(=O)CSc2nnc(-c3cc4occc4n3C)n2-c2ccccc2C)c1 | 1
COc1ccc(CNC(=O)CCCn2nc(C)c3c(C)n(-c4ccc(C)cc4)nc3c2=O)cc1OC | -3
COc1ccc(C(Cl)(Cl)c2ccc(OC)cc2)cc1 | 7
N#CC1=CC2CCCC2=NC1=S (configuration not stated) | 106*
CC(C)NS(=O)(=O)c1ccc(OCC(=O)N(Cc2ccccc2)Cc2ccccc2)cc1 | -5
Cc1nn(C)c2c1c(C(F)(F)F)cc(=O)n2C(C)C(=O)NCc1ccccc1Cl (configuration not stated) | -5
Cc1ccc(S(=O)(=O)N(C)[C@@H](Cc2ccccc2)C(=O)O)cc1 | -5

A portion of the library; count on the stated rates, not on these rows.
